Compound activity as filed in PubChem.
MCF10A rerep: inducers of DNA re-replication in MCF 10A breast cells; Potency, µM (top dose mostly 46.1 µM), inactives show at the top dose activity, positive = re-replication, most hits filed as activators; AID 624296; 350,000 tested, 2.9% active; MCF 10A DNA re-replication, Hoechst nuclear intensity, 48 h; also: % of control where 0% means no effect; nearly all actives have a fitted effect of over 50% in size
EPAC2 antagonist: EPAC2 (human) antagonism. Q8WZA2. EPAC2 GEF exchange of Rap1B-BODIPY-GDP, fluorescence. Potency, µM (series often up to 114 µM), inactives show at the top dose activity, negative = inhibition, actives largely listed as inhibitors. 360,000 tested, 0.18% active. AID 720708; also: % is scaled to controls: 0 for no effect and ±100 for the full control effect; nearly all actives have a fitted effect of over 45% in size; many of its hits are not listed in these tables
Target sequence (Q8WZA2 whole entry, looked up): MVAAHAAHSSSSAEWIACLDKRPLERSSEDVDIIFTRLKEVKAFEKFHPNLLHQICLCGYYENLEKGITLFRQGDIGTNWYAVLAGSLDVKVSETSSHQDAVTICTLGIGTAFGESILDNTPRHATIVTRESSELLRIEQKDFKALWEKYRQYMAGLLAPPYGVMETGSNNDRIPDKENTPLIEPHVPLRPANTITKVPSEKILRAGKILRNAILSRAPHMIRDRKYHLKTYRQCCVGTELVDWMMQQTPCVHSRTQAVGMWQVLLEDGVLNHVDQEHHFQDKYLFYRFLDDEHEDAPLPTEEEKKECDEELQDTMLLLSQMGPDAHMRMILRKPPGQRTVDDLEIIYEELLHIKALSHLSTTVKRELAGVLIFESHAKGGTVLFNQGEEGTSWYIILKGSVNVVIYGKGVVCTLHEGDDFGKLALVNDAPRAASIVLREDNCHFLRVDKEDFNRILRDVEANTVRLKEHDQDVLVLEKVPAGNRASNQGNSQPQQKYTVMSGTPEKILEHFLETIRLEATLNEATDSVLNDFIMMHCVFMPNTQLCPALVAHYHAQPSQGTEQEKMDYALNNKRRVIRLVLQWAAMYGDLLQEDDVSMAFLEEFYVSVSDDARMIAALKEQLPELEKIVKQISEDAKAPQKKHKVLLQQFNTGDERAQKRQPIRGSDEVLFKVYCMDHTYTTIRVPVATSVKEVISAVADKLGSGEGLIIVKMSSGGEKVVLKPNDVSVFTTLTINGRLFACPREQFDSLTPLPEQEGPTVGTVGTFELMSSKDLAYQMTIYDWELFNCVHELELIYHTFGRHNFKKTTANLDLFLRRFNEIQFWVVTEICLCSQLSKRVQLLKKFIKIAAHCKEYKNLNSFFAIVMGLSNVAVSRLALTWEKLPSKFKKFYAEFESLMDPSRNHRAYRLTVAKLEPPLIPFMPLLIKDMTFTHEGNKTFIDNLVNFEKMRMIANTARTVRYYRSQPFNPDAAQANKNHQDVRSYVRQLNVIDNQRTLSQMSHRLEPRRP
ATXN2 expr inh: inhibitors of ATXN2 expression | HEK-293 ATXN2-luciferase reporter, luminescence, 24 h | Potency, µM (top dose mostly 57 µM), for inactives: top-dose activity change, negative = inhibition, usual class: inhibitors | 360,000 tested, 0.72% active; also: % is scaled to controls: 0 for no effect and ±100 for the full control effect; nearly all actives have a fitted effect of over 55% in size
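ATXN2-luciferase reporter cells (luciferase flanked by upstream and downstream ATXN2 gene portions) were treated 24 h at 37 °C with compounds at up to 57 uM. SteadyGlo luminescence gave expression; GF-AFC fluorescence gave viability.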
S2 tox: cell viability loss in ATXN counter-screen | S2 cells (HEK-293 line with an ATXN2-luciferase reporter) viability, CellTiter-Fluor protease fluorescence, 24 h | Potency, µM (highest dose often 56.7 µM), actives largely listed as cytotoxic | 400,000 tested, 0.49% active; also: nearly all actives have a fitted effect of over 40% in size
A549 viability: kills or reduces viability of A549 cells in Nrf2 counter-screen | A549 ARE-Fluc cells, CellTiter-Fluor viability, 18-24 h | Potency, µM (top dose mostly 46 µM), without a hit: at the highest dose activity change, negative = cytotoxicity, actives largely listed as inhibitors | 390,000 tested, 0.16% active | AID 504648; also: % is scaled to controls: 0 for no effect and ±100 for the full control effect
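A549 ARE_Fluc cells in 5% FBS OPTI-MEM were exposed to compounds in concentration-response for 18-24 h at 37 deg C. Viability was read by CellTiter-Fluor fluorescence (Ex 405/Em 525) after 30 min, before the luciferase read.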
Nrf2 block: blocks Nrf2 signaling. A549 ARE-Fluc reporter, luciferase luminescence, 18-24 h. Potency, µM (doses to about 46 µM), for inactives: at the top dose activity change, negative = inhibition, most hits filed as inhibitors. 360,000 tested, 2.1% active; also: % is scaled to controls: 0 for no effect and ±100 for the full control effect; nearly all actives have a fitted effect of over 60% in size
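Two sequential reads on A549 ARE_Fluc cells exposed to compound for 18-24 h: a CellTiter-Fluor fluorescence read for viability, then a luciferase luminescence read for Nrf2/ARE activity.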
HepG2 tox: kills HepG2 cells in TGF-b inhibitor counter-screen; HepG2 CAGA-GFP viability, ATP luminescence, 18 h; Potency, µM (doses to about 46.1 µM), for the others: at the highest dose activity change, negative = cytotoxicity, hits mostly cytotoxic; 410,000 tested, 0.76% active; also: some results filed as inactive show a strong effect at the top dose
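CellTiter-Glo luminescence gave cytotoxicity after 18 hours at 37 degrees C. The cells were HepG2 CAGA-GFP in 1% FBS DMEM, stimulated with 500 pg/mL TGF-beta after compound addition. %Activity was normalised to no-cell wells (complete cell-killing) and DMSO (no toxicity), and curves were fitted and classified.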
TGFb SMAD3 inh: inhibitors of TGF-b signaling; HepG2 CAGA-GFP TGF-b/SMAD3 reporter, GFP fluorescence, 18 h; TGF-beta stimulated, 500 pg/mL final; 410,000 tested, 1.2% active; Potency, µM (highest dose often 46.1 µM), inactives show top-dose activity, negative = inhibition, actives largely listed as inhibitors; also: % is scaled to controls: 0 for no effect and ±100 for the full control effect; nearly all actives have a fitted effect of over 65% in size
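TGF-beta reporter screen: HEPG2 CAGA-GFP, 1% FBS, 500 pg/mL TGF-beta final, 18 h; per-cell GFP summed per well; curves fitted and categorized by class.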
Nrf2 ARE act: Nrf2 pathway activation; AID 624171; AREc32 ARE-luciferase reporter (MCF7-derived line), luminescence, 24 h; 410,000 tested, 0.31% active; Potency, µM (doses to about 46.1 µM), for inactives: top-dose activation, most hits filed as activators; also: % of control where 0% means no effect; nearly all actives have a fitted effect of over 65% in size
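For detection, Steady-Glo was added and plates sat 30 min at RT; before that, AREc32_Fluc cells grown overnight in OPTI-MEM/5% FBS had been treated with 23 nL compound for 24 hr at 37 deg C.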
* = called active by the depositor; i = inactive; ? = inconclusive; nt = no result given; [ ] = remark or other dose. Calls follow the shape of the dose curve; as a rule, active = well fitted curve in the direction sought with a large enough effect; inconclusive = small, poorly fitted or top-dose-only effect, or another doubt; inactive = no such curve, though single readings can be large; an effect the other way counts as inactive or inconclusive. Potency is read from the fitted curve at half-maximal effect.

Values run as follows: MCF10A rerep | EPAC2 antagonist | ATXN2 expr inh | S2 tox | A549 viability | Nrf2 block | HepG2 tox | TGFb SMAD3 inh | Nrf2 ARE act
CCN(CC)S(=O)(=O)c1ccc(N2CCCCC2)c(NC(=O)C2CCN(C(=O)c3ccc(F)cc3)CC2)c1
→ -6% | -9% | -23% | i | 5% | -1% | -17% | -22% | 0.8%
COc1ccc(Nc2nc3ccc(C)cc3nc2-n2nc(C)cc2C)cc1Cl
→ nt | nt | 13% | i | -2% | 4% | 2% | 28% | 3.8%
CCN1CCN(C(=S)c2ccc([N+](=O)[O-])cc2)CC1
→ -3% | -6% | -13% | i | 14% | 11% | -24% | -4% | 0.1%
O=C(Nc1ccccc1-c1nc2ccccc2s1)c1cc(Cl)cc(Cl)c1
→ nt | nt | 7% | i | -1% | nt | 1% | 14% | -0.6%
CCOC(=O)N1CCC(NC(=O)c2cnn(-c3cccc(F)c3)c2-n2cccc2)CC1
→ nt | nt | nt | nt | 0% | -15% | 0% | 0% | -0.3%
Cc1ccc(C)c(NC(=O)C2CC=CCC2C(=O)O)c1 (stereo not drawn)
→ 4% | -5% | 6% | i | -9% | 6% | -1% | -1% | -0.5%
C=CCN(C1CCCCC1)S(=O)(=O)c1ccc2c(c1)oc(=O)n2C
→ 0% | -21% | -6% | i | 1% | 1% | -27% | 3% | 0.2%
CC1(C)CC(NC(=O)CCc2nnc(CCCCc3ccccc3)o2)CCO1 (stereo not drawn)
→ -2% | -4% | 2% | i | 0% | -17% | 0% | 2% | -0.1%
Cc1c(N=C(N)/N=C(\N)Nc2ccc(Br)cc2)c(=O)n(-c2ccccc2)n1C
→ 1% | 4% | -14% | ? | -1% | 8% | 1% | 0% | -0.4%
O=C1CCN(C(=O)c2ccc(Cl)cc2)N1
→ -3% | -4% | -3% | i | -6% | -8% | 4% | 5% | -0.9%
COc1ccc(S(=O)(=O)N2CC(=O)Nc3ccccc32)cc1Cl
→ ? | 11% | -2% | i | -5% | 3% | -5% | 16% | 0.6%
COc1ccc(C(=O)N2CCCCC2c2cc(C(=O)Nc3ccccc3)no2)cc1 (stereo not drawn)
→ nt | -24% | 10% | i | nt | nt | -7% | -1% | -0.3%
CCN1CCN(C(=O)C2CCC(=O)N(CCCN3CCCC3=O)C2)CC1 (stereo not drawn)
→ -2% | 5% | 5% | i | 4% | -15% | 3% | 12% | 0.0%
Cc1cc(C)nc(NS(=O)(=O)c2ccc(NC(=O)C3(c4ccccc4)CCCC3)cc2)n1
→ -2% | -3% | 2% | i | ? | ? | -15% | ? | -0.3%
Cc1cc(=O)oc2cc(OCC(=O)N3CCN(c4ccc(F)cc4)CC3)ccc12
→ -4% | 1% | nt | i | 3% | -9% | -23% | -15% | 0.7%
Cc1cc(NC(=O)CSc2nc3cc(Cl)ccc3s2)no1
→ 2% | -1% | 7% | i | -3% | 3% | -9% | 8% | -0.7%
Cc1cc(C)c(S(=O)(=O)n2cc(C(C)C(N)C(=O)O)c3ccccc32)c(C)c1 (stereo not drawn)
→ -1% | -16% | 8% | i | -5% | 8% | 2% | 4% | -0.4%
COc1ccccc1N1CCN(CCN2C(=O)CC(=C3c4ccccc4-c4ccccc43)C2=O)CC1
→ 0% | 4% | 2% | i | 1% | -10% | -9% | -5% | 3.7%
C=CCNC(=O)c1ccc(OC)cc1OC
→ 2% | 2% | -16% | ? | -6% | -11% | -18% | -3% | -0.3%
Cc1[nH]nc(Sc2ccccn2)c1[N+](=O)[O-]
→ 96% | 3% | 27% | i | 0% | ? | -2% | -1% | 2.0%
C[C@H](C[C@H](O)[C@H]1OC1(C)C)C1=C2C[C@H](O)C3[C@@]4(C)CCC(=O)C(C)(C)C4CC[C@]3(C)[C@@]2(C)CC1 (stereo partly drawn)
→ ? | -25% | ? | 25µM* | -17% | ? | 16µM* | ? | -0.5%
O=C(Nn1c(C2CCC2)nc2ccccc2c1=O)C1CCC1
→ 16% | 1% | 3% | i | -1% | -17% | -3% | 30% | 0.1%
CCOC(=O)c1c(NC(=O)c2nc(SCC)ncc2Cl)sc(C(C)=O)c1C
→ nt | nt | -6% | i | 9% | 15% | -30% | -4% | -0.5%
Fc1ccc(-n2c(-c3cc(C4CC4)[nH]n3)n[nH]c2=S)cc1Cl
→ ? | 2% | 5% | i | -2% | 3% | 17% | 46%[activator] | 3.4%
O=C(c1noc2c1CCCC2)N1CCN(c2ccc(F)cc2)CC1
→ 15% | -2% | -1% | i | -12% | ? | -3% | 3% | -1.2%
O=C(NCCCn1ccnc1)/C(=C\c1ccc(Br)cc1)NC(=O)c1ccccc1F
→ 2% | -2% | 7% | i | 1% | 14% | -40% | 0% | 0.2%
CC(=O)Nc1cccc(NC(=O)CSc2nnc(NC(=O)C3CC3)s2)c1
→ -20% | 4% | 2% | i | 9% | -9% | -26% | -2% | -1.4%
C/C=C/C(=O)OCC(=O)Nc1c(Cl)cccc1Cl
→ 13% | -3% | nt | nt | -14% | -21% | -9% | -1% | -0.2%
CCOc1ccc(C2NC(=O)c3ccccc3O2)cc1 (stereo not drawn)
→ -3% | 0% | 2% | i | -2% | -15% | 0% | 14% | 0.6%
Cc1ccccc1NC(=O)COC(=O)Cc1ccsc1
→ -9% | 15% | -2% | i | 0% | 1% | -11% | 12% | 0.4%

Entries listed so far with a nitro group on carbon:
Values run as follows: MCF10A rerep | EPAC2 antagonist | ATXN2 expr inh | S2 tox | A549 viability | Nrf2 block | HepG2 tox | TGFb SMAD3 inh | Nrf2 ARE act
CCN1CCN(C(=S)c2ccc([N+](=O)[O-])cc2)CC1
→ -3% | -6% | -13% | i | 14% | 11% | -24% | -4% | 0.1%
Cc1[nH]nc(Sc2ccccn2)c1[N+](=O)[O-]
→ 96% | 3% | 27% | i | 0% | ? | -2% | -1% | 2.0%

Next results:
Values run as follows: MCF10A rerep | EPAC2 antagonist | ATXN2 expr inh | S2 tox | A549 viability | Nrf2 block | HepG2 tox | TGFb SMAD3 inh | Nrf2 ARE act
Cc1cc(C)c(C)c(S(=O)(=O)N2CCC(C(=O)N3CCCCCCC3)CC2)c1C
→ ? | -14% | 1% | i | 0% | -1% | 2% | 9% | -1.1%
CC1CCCCC12NC(=O)N(CC(=O)OCc1ccccc1Cl)C2=O (stereo not drawn)
→ ? | -11% | -7% | i | 0% | -9% | 17% | 3% | -0.1%
NC(=O)C1CCN(C(=O)c2ccc3c(=O)n(Cc4ccco4)c(SCc4ccc([N+](=O)[O-])cc4)nc3c2)CC1
→ 12% | -18% | nt | ? | 15% | ? | -9% | -4% | 2.0%
Cc1ccccc1CS(=O)(=O)c1cn(CC(=O)N2CCC(C)CC2)c2ccccc12
→ 15% | -2% | -14% | ? | -8% | 4% | -23% | -8% | 3.6%
CC(=O)c1ccc(NC(=O)C2CCN(S(=O)(=O)c3cccnc3)CC2)cc1
→ 0% | -26% | nt | i | -1% | 2% | -1% | 8% | -0.9%
CC1CCCCN1C(=O)Nc1cccc(Cl)c1 (stereo not drawn)
→ -3% | -1%[57.1 µM] | 9% | i | 3% | -4% | -6% | 0% | 0.1%
COc1ccc(CC2(CO)CCN(Cc3nc(C(C)C)cs3)CC2)cc1
→ 17% | 0% | -23% | i | -1% | 1% | -4% | -4% | 0.4%
CN1CCN(C(=O)c2cc3cc(Cl)ccc3[nH]2)CC1
→ 3% | 0% | nt | i | -4% | 5% | -40% | 19% | 7.1%
CN(C)C(CNC(=O)c1cc(S(=O)(=O)N(C)c2ccccc2)ccc1Cl)c1ccccc1 (stereo not drawn)
→ 16% | -3% | ? | i | -4% | -22% | -10% | -28% | 0.1%
O=C(O)c1ccc(-c2sc(Nc3ccccc3)n[n+]2-c2ccccc2)cc1
→ ? | -8% | 15% | i | 7% | 16% | -22% | 34% | 6.0%
C/C(=N\OC(=O)c1ccc(C)cc1)c1c(C)nc2cc(C)ccn12
→ 0% | -5% | 8%[11.3 µM] | i | 6% | 1% | 1% | 10% | -1.6%
COc1cccc(NC(=O)Cn2c(=O)n(Cc3ccccc3)c(=O)c3c2c2cc(C)ccc2n3C)c1
→ nt | nt | -9% | i | 0% | 7% | -7% | 22% | -0.1%
C/C(=N\Nc1cc(C)nc(NCc2ccccc2)n1)c1cccc([N+](=O)[O-])c1
→ -7% | -8% | -13% | ? | -5% | -28% | -11% | -15% | 0.4%
O=C1NC[C@@H](CCCCN2C[C@H](Cc3ccc(O)cc3)N(Cc3ccccc3)C(=O)C2=O)N(CC2CCCCC2)C1=O
→ nt | 7% | -9% | i | nt | nt | nt | nt | -0.4%
O=C1CCc2cc(S(=O)(=O)N3CCC(C(=O)NC4CCCc5ccccc54)CC3)ccc2N1 (stereo not drawn)
→ -1% | -8% | 7% | i | 6% | -3% | 17% | 29% | 2.6%
CCc1ccccc1NC(=O)N1CCCC(CCC(=O)N(C)CCc2ccccn2)C1 (stereo not drawn)
→ -1% | -11% | nt | i | -6% | -18% | -13% | -20% | 0.0%
O=C(O)CCNC(=O)CCCn1nnc2ccccc2c1=O
→ 8% | 1% | 5% | i | 0% | 1% | 4% | -3% | -0.9%
Cc1c(C(=O)OCc2ccccc2)[nH]c2c1C(=O)CC(c1ccc(C(C)(C)C)cc1)C2 (stereo not drawn)
→ nt | nt | -5% | i | 2% | 3% | -9% | -6% | -0.6%
CN(C)c1nc(C(=O)Nc2ccccc2)nc(N(C)C)n1
→ 8% | -2% | 10% | i | 6% | 5% | -7% | -13% | 3.7%
O=C(Nc1ccncc1)c1ccc(NS(=O)(=O)c2cccc(F)c2)cc1
→ ? | 1% | -9% | ? | 1% | -32% | 0% | ? | 0.2%
CCOC(=O)c1cc2nc(OCC)nc(OCC)c2[nH]1
→ 0% | 8% | 5% | i | -1% | -5% | 3% | 9% | 1.9%
CC(=O)c1ccc(N2CCN(C(=O)c3c(-c4ccccc4Cl)noc3C)CC2)cc1
→ 3% | -1% | 9% | i | -2% | -6% | 15% | -2% | -0.7%
O=C(Nc1cc2c(cc1Cl)OCCCO2)c1ccc(F)cc1
→ -3% | -18% | 48%[activator] | i | -5% | ? | -4% | -3% | 2.3%

An excerpt; rates above refer to the full screens.
